VCAM1 TNFa inh = inhibitors of TNFa-induced VCAM1 expression, primary screen, imaging, HUVEC, TNFa stimulus, immunofluorescence | HUVEC TNFa-induced VCAM-1 immunofluorescence, high-content imaging | inhibition, % at 2 µM | AID 802, 2007 | 95,000 compounds, 0.48% hits;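 active means inhibition above the batch mean plus 3 SD, with images confirmed as a hit by eye, cut at about 37% in these data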;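 further: 0% = TNF-stimulated DMSO wells and 100% = unstimulated control wells; not every result past the cut was called active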
HUVEC prolif 384 = inhibitors of HUVEC proliferation, primary screen, cell-based, 384-well; viability, % at 10 µM (by protocol); CellTiter-Glo luminescence, 72 h; stronger effect = lower value; 86,000 compounds, 1.1% hits; AID 648, 2007;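 active means viability at or below 30%; inactive means viability above 30%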;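 further: 100% = median luminescence of DMSO-only cell control wells on each plate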
IL1B cytotox = cytotoxicity in IL-1B stimulated HUVEC, primary screen, cytotoxicity control for IL-1B NFkB translocation project, imaging, Hoechst nuclear count, IL-1B stimulus; cell count reduction, % at 2 µM; 94,000 compounds, 0.41% hits; HUVEC cell count loss;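 active means cell count reduction more than 3 SD above the screen-wide mean, cut at about 70% in these data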;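 further: normalized per plate to untreated control cells as the no-loss baseline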
cytoskel mod = modifiers of F-actin cytoskeleton organization, primary screen, imaging, HUVEC, phalloidin staining, high-content imaging. inhibition, % at 2 µM. HUVEC TNFa F-actin phalloidin imaging. 91,000 compounds, 0.18% hits;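 active means inhibition above the batch mean plus 3 SD and confirmed as a hit by visual image inspection, cut at about 30% in these data, passing the limit was not always enough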; further: strong numbers were not always called active
H69AR inhibit = proliferation blockers of H69AR lung cancer cells, primary screen, cell-based, human, 86K library; 85,000 compounds, 6% hits; H69AR lung tumor viability, ATP luminescence, 72 h; stronger effect = lower value; viability, % at 10 µM; AID 598, 2007;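 active means viability at or below 40%; inactive means viability above 40%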;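 further: multidrug resistant small cell line overexpressing MRP-1 efflux transporter; 100% = mean luminescence of untreated control wells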
Pyk2 oligo antag = antagonists of Pyk2 self-association, primary screen, Q293 cells, FERM NanoBiT luminescence, HTS; stronger effect = lower value; z-score (the deposit names both 25 µM and 10 µM); 99,000 compounds, 0.83% hits;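 active means Z-score of -3 or lower, scaled per plate to the spread of control and sample wells; inactive means z-score above -3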;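 further: negative z-score means lost luminescence so less FERM oligomerization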
Target sequence (Q14289 whole entry, looked up): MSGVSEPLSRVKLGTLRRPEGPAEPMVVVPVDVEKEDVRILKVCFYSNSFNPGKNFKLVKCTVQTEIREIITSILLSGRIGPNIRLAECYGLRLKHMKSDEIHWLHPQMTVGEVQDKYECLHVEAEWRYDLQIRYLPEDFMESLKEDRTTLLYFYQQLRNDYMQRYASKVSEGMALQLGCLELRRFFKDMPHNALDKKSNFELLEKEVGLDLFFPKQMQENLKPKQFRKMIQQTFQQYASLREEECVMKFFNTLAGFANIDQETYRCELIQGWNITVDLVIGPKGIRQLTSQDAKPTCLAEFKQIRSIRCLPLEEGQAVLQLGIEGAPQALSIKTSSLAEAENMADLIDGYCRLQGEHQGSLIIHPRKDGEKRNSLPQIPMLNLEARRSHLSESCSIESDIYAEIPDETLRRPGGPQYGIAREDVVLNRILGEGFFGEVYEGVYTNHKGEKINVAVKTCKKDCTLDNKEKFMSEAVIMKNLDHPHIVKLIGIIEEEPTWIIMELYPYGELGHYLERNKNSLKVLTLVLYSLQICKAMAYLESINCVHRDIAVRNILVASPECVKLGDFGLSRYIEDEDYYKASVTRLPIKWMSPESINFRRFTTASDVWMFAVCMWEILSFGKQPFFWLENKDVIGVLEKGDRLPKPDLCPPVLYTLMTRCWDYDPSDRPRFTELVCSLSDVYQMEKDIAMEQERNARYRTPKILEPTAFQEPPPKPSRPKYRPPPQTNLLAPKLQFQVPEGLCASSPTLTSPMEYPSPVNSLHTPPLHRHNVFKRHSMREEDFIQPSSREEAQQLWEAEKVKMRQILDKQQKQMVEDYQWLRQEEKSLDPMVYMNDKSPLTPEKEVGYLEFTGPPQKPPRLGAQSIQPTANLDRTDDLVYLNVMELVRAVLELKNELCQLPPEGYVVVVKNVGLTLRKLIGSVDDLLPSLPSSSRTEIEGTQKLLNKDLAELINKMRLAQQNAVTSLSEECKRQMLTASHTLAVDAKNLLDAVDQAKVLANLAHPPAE
Fibroblast inh = antiproliferative effect on LL 47 fibroblasts – human, LL 47 cells, CellTiter-Glo luminescence, primary screen; 85,000 compounds, 1.1% hits; AID 719, 2007; viability, % at 10 µM; LL 47 human lung fibroblast viability, ATP luminescence; stronger effect = lower value;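 active means viability at or below 50% in the single dose screen; inactive means viability above 50%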;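 further: compound exposure lasted 72 h before the ATP readout; 100% = median luminescence of untreated cell-only wells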
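Test system: LL 47 human lung fibroblasts / Incubation: 72 h compound exposure at 37 °C after overnight plating / Technique: luminescent ATP detection, CellTiter-Glo / Compound dosing: 0.1% DMSO in all compound wells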
TNFa cytotox = cytotoxicity in TNFa-stimulated HUVEC, primary screen, cytotoxicity control for VCAM1 expression modulator project, imaging, Hoechst nuclei count. HUVEC TNFalpha-stimulated, Hoechst cell count. cell count reduction, % at 2 µM. 93,000 compounds, 0.17% hits. AID 848, 2007;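 active means cell count reduction exceeding the screen mean by over 5 SD, scaled to untreated wells per plate, cut at about 78% in these data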;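 further: cells counted after 24 h of TNF alpha exposure following the 1 h pretreatment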
Smad3 inh = Smad3/FoxH1 peptide binding inhibitors, primary screen, biochemical, TR-FRET. Mothers against decapentaplegic homolog 3 (Homo sapiens), P84022. TR-FRET Smad3/Dy647-FoxH1 peptide binding, europium anti-His. inhibition, % at 25 µM. 88,000 compounds, 0.29% hits. AID 630, 2007;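 active means compounds that reduce the energy-transfer binding signal between the protein and its labelled peptide by more than half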;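 further: 0% = Smad3 plus labelled peptide maximal FRET and 100% = peptide-only background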
* hit, by the source's call; · = no result given; & = joins results of further samples; [ ] = remark or other dose. These rows are one share of the data; the hit share may differ from the screen's.

SMILES | VCAM1 TNFa inh | HUVEC prolif 384 | IL1B cytotox | cytoskel mod | H69AR inhibit | Pyk2 oligo antag | Fibroblast inh | TNFa cytotox | Smad3 inh
O=C(CC1(O)C(=O)N(Cc2ccc3c(c2)OCO3)c2ccccc21)c1ccccc1 (stereo not drawn) | -5 | 84 | -13 | 4 | 14* | -0.77 | · | -19 | 0[fluorescence artefact?]
COc1ccccc1C(=O)Nc1ccc(Oc2ncnc3sc(-c4ccccc4)cc23)cc1 | 12 | · | -9 | -14 | · | 0.6 | · | -31 | ·
O=C1c2ccccc2C(=O)N1CCCCSc1nnc2c(Cl)cc(Cl)cn12 | -7 | 100 | -13 | 7 | 89 | 0.89 | 96 | -25 | -7
CC(C)(C)C(=O)Nc1c2c(nc3c1CCC3)CCCC2 | -10 | 101 | 22 | -30 | 93 | 2.7 | 98 | 5 | 2
O=C1CN(S(=O)(=O)c2ccc(F)cc2)CC(=O)N1CCc1ccccc1 | -15 | 104 | -2 | · | 91 | · | 96 | -4 | -7
CCOCCCNS(=O)(=O)c1ccc2c(c1)OCCO2 | · | 100 | 36 | -4 | 83 | 0.23 | 99 | · | 9
Cc1ccc(NC2CC(=O)N(c3ccc(C)cc3)C2=O)cc1 (stereo not drawn) | -9 | 106 | 26 | 17 | 105 | 0.29 | 110 | -28 | 6
CCOC(=O)c1cccc(NC(=O)CN2CCN(c3ccc(OC)cc3)CC2)c1 | -4 | 94 | 8 | 2 | 72 | 0.03 | 95 | -27 | -3
COc1ccccc1Cc1noc(-c2cc(Cl)ccc2OC)n1 | 7 | 99 | -74 | 19 | 91 | -2 | 100 | -21 | -2
COc1ccc(C2NCCc3cc(OC)c(OC)cc32)cc1OC (stereo not drawn) | · | 100 | · | · | 102 | 1.3 | 102 | · | 5
O=c1n(S(=O)(=O)c2cccc3cccnc23)c2ccccc2n1S(=O)(=O)c1cccc2cccnc12 | 3 | 77 | 12 | -12 | 82 | -0.24 | 86 | 9 | 1
CCOC(=O)c1c(-c2cccs2)csc1NC(=O)CC(C)C | -14 | 113 | -17 | 10 | 48 | -1.9 | 99 | -10 | -2
Cc1ccc(C(=O)Nc2oc(-c3ccccc3)cc2C#N)cc1 | 12 | 104 | -54 | 6 | 98 | -0.5 | 99 | -8 | 12
COc1cc2nc(N3CCNCC3)nc(N)c2cc1OC | -2 | 87 | -14 | 20 | 103 | 0.33 | 97 | 0 | 6
CCCCCc1nc2sc3c(c2c(=O)n1N)CCC3 | -11 | 106 | 5 | 26 | 89 | 1.3 | 98 | 0 | -2
CCc1ccccc1N(C(=O)Cn1nnc2ccccc21)C(C(=O)NCCOC)c1ccco1 (stereo not drawn) | 0 | 94 | -4 | 8 | 82 | 0.29 | 96 | -3 | 6
COc1ccc(C(=O)Nc2nncs2)c(OC)c1 | 16 | 119 | -15 | 2 | 97 | · | 103 | 12 | 0
Cc1cc(NC(=O)COn2nnc3ccccc32)no1 | 7 | 102 | 13 | -20 | 95 | 0.35 | · | 4 | -4
CC1(c2ccc(OC(F)F)cc2)NC(=O)N(CC(=O)Nc2ccc3c(c2)OCO3)C1=O (stereo not drawn) | 11 | 90 | 4 | -18 | 93 | -0.28 | 106 | -12 | -10
CCCc1[nH]n(-c2nc3ccccc3s2)c(=O)c1C=NCC1CCCO1 (stereo not drawn) | 14 | 88 | -9 | 17 | 73 | -0.99 | 101 | -26 | -9

Compounds from the list above containing a thiophene ring, fused or not (3):
SMILES | VCAM1 TNFa inh | HUVEC prolif 384 | IL1B cytotox | cytoskel mod | H69AR inhibit | Pyk2 oligo antag | Fibroblast inh | TNFa cytotox | Smad3 inh
COc1ccccc1C(=O)Nc1ccc(Oc2ncnc3sc(-c4ccccc4)cc23)cc1 | 12 | · | -9 | -14 | · | 0.6 | · | -31 | ·
CCOC(=O)c1c(-c2cccs2)csc1NC(=O)CC(C)C | -14 | 113 | -17 | 10 | 48 | -1.9 | 99 | -10 | -2
CCCCCc1nc2sc3c(c2c(=O)n1N)CCC3 | -11 | 106 | 5 | 26 | 89 | 1.3 | 98 | 0 | -2

An excerpt from above in order of the Pyk2 oligo antag value, highest first:
structure,Pyk2 oligo antag
Cc1cc(NC(=O)COn2nnc3ccccc32)no1,0.35
COc1cc2nc(N3CCNCC3)nc(N)c2cc1OC,0.33
CCOC(=O)c1c(-c2cccs2)csc1NC(=O)CC(C)C,-1.9

(further entries)
SMILES | VCAM1 TNFa inh | HUVEC prolif 384 | IL1B cytotox | cytoskel mod | H69AR inhibit | Pyk2 oligo antag | Fibroblast inh | TNFa cytotox | Smad3 inh
Cc1cc(C(=O)CN2C(=O)CCC2=O)c(C)n1Cc1ccccc1 | -20 | 92 | 3 | 0 | 85 | -0.48 | 89 | -8 | 7
Cc1ccc(Cl)cc1NC(=O)COC(=O)C12CC3CC(CC(C3)C1)C2 | 0&2 | 103&84 | -93&-11 | -10&-5 | 89&80 | -0.6&-1.1 | 107&97 | -6&9 | -12&1
CCCCC(CC)COC1(c2ccccc2)OC(=O)c2ccccc21 (stereo not drawn) | -5 | · | 2 | 6 | · | -0.74 | · | -2 | ·
CSC1=NCCN1C(=O)c1ccc2c(c1)OCO2 | -3 | 112 | -8 | -11 | 101 | 0.98 | 100 | 32 | -20
CCCC1C(c2ccco2)NC(c2ccco2)CC1(C)O (stereo not drawn) | 4 | 100 | -12 | 27 | 102 | 0.58 | 103 | -21 | 0
C#CCSc1nnc(-c2sc(-c3ccccc3)nc2C)n1C | 0 | · | -9 | -9 | · | -0.48 | · | 7 | ·
CCOc1cccc(=O)c2c(C)n(Cc3ccco3)c(C)c12 | -10 | 92 | 16 | 18 | 96 | -0.78 | 96 | -22 | -4
CCC(SC1=NCCS1)C(=O)Nc1nnc(-c2ccccc2OC)s1 (stereo not drawn) | 8 | 85 | -12 | 14 | 50 | · | 93 | -50 | -3
CCOC(=O)c1c(N2CCCCC2)c2ccccc2[nH]c1=O | -6 | 88 | -9 | 0 | 59 | -0.69 | 91 | -16 | 2
CC(C)OC(=O)Cn1nnc2c(cnn2-c2ccccc2)c1=O | 16 | 96 | -15 | 0 | 94 | 1 | 96 | -11 | -6
O=C(c1ccc2ccccc2n1)N1CCN(c2ccccc2)CC1 | 6 | 93 | -58 | -15 | 97 | 0.13 | 97 | -10 | 11
C=CCOc1ccc(/C=N/n2cncn2)cc1OC | -4 | 96 | -29 | 6 | 99 | 1.4 | 94 | -24 | -8
S=c1nc2ccccc2c2nc(-c3ccccc3)[nH]n12 | 24 | 63 | -31 | 29 | 90 | -1.8 | 96 | -65 | -2
Cc1ccc2nc3ccc(N4CCN(C)CC4)nn3c(=O)c2c1 | 2 | · | 12 | 2 | · | 0.59 | · | -25 | ·
O=C1CCCC2=C1C(c1ccc(Br)cc1)c1c([nH]c(=S)[nH]c1=O)N2 (stereo not drawn) | -9 | 100 | 6 | -62 | 90 | 0.03 | 95 | 30 | -2
Cc1ccc(NCc2nnc(SCc3ccc(C#N)cc3)n2Cc2ccco2)c(C)c1 | 3 | 105 | -5 | 29 | 73 | 0.26 | 85 | -15 | 2
Cc1cc(Oc2ccc(C#N)cc2)nc(N2CCOCC2)n1 | 27 | 96 | -16 | -1 | 75 | 1.5 | 93 | -6 | 1
CNC(=O)c1sc2nc(-c3ccc(OC)cc3)cn2c1C | -4 | 98 | -10 | 1 | 90 | · | 111 | 8 | -2
Cc1cc(C)nc(N(C#N)Cc2ccccc2)n1 | 9 | 91 | -34 | 6 | 92 | -0.77 | 91 | 1 | -5
COCCNC(=O)C(c1ccc(C)o1)N(C(=O)c1snc(C(N)=O)c1N)c1ccc(C)cc1 (stereo not drawn) | -15 | 110 | 10 | 3 | 87 | 0.85 | 102 | 11 | 4
CSCCC(NC(=O)c1occc1C)C(=O)O (stereo not drawn) | 21 | 103 | -7 | -4 | 99 | -0.73 | 92 | -10 | 6
CC(=O)c1sc(NC(=O)C2(F)C(F)(F)C(F)(F)C(F)(F)C(F)(F)C2(F)F)nc1C | · | 45 | · | · | 12* | -2.4 | 54 | · | -11
Cc1cc(NS(=O)(=O)c2ccc(Nc3nc(-c4sc(NC(=O)c5ccccc5)nc4C)cs3)cc2)no1 | -4 | 53 | -4 | · | 66 | · | 95 | -15 | -15
c1ccc(CNc2nc(N3CCOCC3)nc(N3CCOCC3)n2)cc1 | 14 | 93 | -23 | -4 | 87 | 0.04 | 94 | -8 | -8
Cc1ccc2[nH]c(=O)c3cc(C(=O)N4CCN(C(=O)c5ccco5)CC4)sc3c2c1 | 0 | 100 | -14 | -3 | 78 | · | 101 | -11 | 7
O=C(Cn1cnc2sc(-c3ccccc3)cc2c1=O)N1CCOCC1 | 15 | 92 | -46 | 12 | 97 | 0.29 | 97 | -19 | 3
COc1nc2cc(C)ccc2cc1-c1noc(-c2cccnc2)n1 | · | 87 | · | · | 97 | · | 104 | · | 4
CCOC(=O)CSc1n[nH]c(NC(=O)c2ccc(F)cc2)n1 | 1 | · | -18 | -35 | · | 1 | · | 4 | ·
Cc1ccc(C(=O)N/N=C\c2ccc[nH]2)cc1[N+](=O)[O-] | 32 | · | · | -6 | · | -0.72 | · | -10 | ·
O=C(CSc1nnc2c(Cl)cc(Cl)cn12)N1CCN(S(=O)(=O)c2ccccc2)CC1 | -3 | 88 | -13 | 33 | 76 | 0.62 | 91 | -11 | -2
Cn1c(-c2ccc(Cl)cc2)cnc1N | -5 | 83 | 2 | 19 | 95 | 2.3 | 97 | -9 | 13
COc1ccc(-n2c(-c3ccccc3)nnc2-c2ccc(Cl)cc2)cc1 | 7 | · | 7 | 19 | · | 0.23 | · | -17 | ·
Cn1c2c(c(=O)n(C)c1=O)C1c3cc(Cl)ccc3OCC1CO2 (stereo not drawn) | 1 | 92 | 8 | -1 | 98 | 0.16 | 104 | 2 | 12
Cc1ccc(S(=O)(=O)N2CCC(C(=O)OC(C)C(=O)NCc3ccc4c(c3)OCO4)CC2)cc1 (stereo not drawn) | -1 | 99 | 3 | -6 | 105 | 1.6 | 105 | -22 | -9
COc1ccc2ccccc2c1CN1CCN(C)CC1 | · | 89 | · | · | 99 | 1.1 | 96 | · | 3
CCSc1nnc(NC(=O)COc2ccc3ccccc3c2)s1 | 0 | 110 | 2 | -8 | 91 | 0.59 | 95 | -19 | 6[fluorescence artefact?]
COC(=O)c1ccc(C(=O)OC)c(NC(=O)CSc2ccccn2)c1 | 9 | 88 | 12 | 8 | 86 | 0.8 | 91 | 4 | 5
Cc1ccccc1CCN(C(=O)Cn1nnc2ccccc21)C(C(=O)NC(C)(C)C)c1ccsc1 (stereo not drawn) | -10 | · | -35 | -29 | · | 0.01 | · | 3 | ·
Cc1cc(NCCCn2ccnc2)n2c(nc3ccccc32)c1C#N | 1 | 92 | -4 | -3 | 93 | -0.72 | 99 | 0 | 10
COc1ccc(N2C(=O)C3CCCN3C2c2ccccc2OC)cc1 (stereo not drawn) | 1 | 108 | 4 | -8 | 90 | · | 99 | -16 | -9
CC(=O)NC1(c2nnnn2CCOC(=O)Nc2ccc(Cl)cc2)CCCCC1 | 1 | · | -10 | -6 | · | -0.02 | · | 2 | ·
